HCV core dimer = HCV core protein dimerization inhibition; 300,000 compounds, 0.33% hits; inhibition, % at 5 µM; TR-FRET GST/Flag-core106 dimerization, 1536-well;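 active means inhibition above the mean of all tested compounds plus 3 SD, set per screening campaign, cut at about 45% in these data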
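Assay system: Tagged HCV core106 pair (GST and Flag) | Buffer or medium: KF-containing HEPES buffer, pH 7.45, DTT, CHAPS, BSA | Also added: Eu donor and XL665 acceptor anti-tag antibodies | Dosing: One concentration, 5 µM, in 0.5% DMSO | Timing: 4 h at 22.5 °C | Technique: TR-FRET 671 and 617 nm emission | Repeats: Singlicate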
Efflux pump inh = blocks antifungal efflux pumps in multiplex yeast assay; 330,000 compounds, 0.44% hits; S. cerevisiae Candida pump triplex, Nile Red efflux; inhibition, % at 10 µM;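 active means plate passing quality check with inhibition over a set limit, or well fluorescence over plate mean plus 4 SD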;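 further: Nile Red retained in pooled yeast measured as flow cytometry median fluorescence; 0% = buffer negative control and 100% = Enniatin B positive control; higher means more Nile Red kept so more efflux inhibition; some compounds called inactive have numbers as strong as hits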
JMJD2C inh = blocks human GASC-1 demethylase activity | inhibition, % at 2.35 µM | 330,000 compounds, 0.069% hits | GST-JMJD2C(1-420) H3K9me3 demethylation, DELFIA europium;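 active means more than half of a compound's replicate wells show inhibition beyond 50%, single wells judged on their own value; inconclusive means some, but no more than half, of replicates pass 50% inhibition; inactive means no replicate passes 50% inhibition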;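 further: signal counts dimethyl H3K9 product captured on neutravidin plate; 0% = median of DMSO wells and 100% = 0.3 times that DMSO median; strong numbers were not always called active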
TPT1 inhibitor = blocks Candida albicans tRNA 2'-phosphotransferase | recombinant caTPT1, FP RNA substrate dephosphorylation | inhibition, % at 5 µM | 300,000 compounds, 0.81% hits;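 active means inhibition above the mean of all tested compounds plus 3 SD, set per screening campaign, cut at about 24% in these data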;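 further: plate controls were DMSO alone for no effect and ferristatin control at 100 nM for full effect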
procasp7 counter = counter-screen for procaspase-3 activators: activators of human procaspase-7; activation, % at 8.5 µM; recombinant procaspase-7, Ac-DEVD-pNA absorbance 405 nm; D23A/D198A/D206A triple mutant, cannot self-cleave; scale: DMSO 0, 5 µM enzyme 100; 330,000 compounds, 0.093% hits; P55210;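 active means percent activation above the screen-wide mean plus 3 SD, cut at about 25% in these data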
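buffer or medium = Zinc-free HEPES/NaCl buffer, pH 7.4 | material = Procaspase-7 triple mutant (PC-7 D3A) | input = 2 µM procaspase-7 mutant as dispensed | signal = Epi-absorbance of released pNA at 405 nm, two timepoints | timing = 1 h preincubation, 2 h reaction | replicates = singlicate compound testing | evaluation = % activation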
PP5 primary = inhibitors of human protein phosphatase 5 (PP5); P53041; purified PP5c, OMFP substrate fluorescence; inhibition, % at 6.7 µM; 320,000 compounds, 0.18% hits; AID 1987;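 active means inhibition above the campaign's mean inhibition across all tested compounds plus 3 SD, cut at about 9.5% in these data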;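 further: 0% = DMSO only and 100% = 100 µM cantharidin control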
Target sequence (P53041 whole entry, looked up): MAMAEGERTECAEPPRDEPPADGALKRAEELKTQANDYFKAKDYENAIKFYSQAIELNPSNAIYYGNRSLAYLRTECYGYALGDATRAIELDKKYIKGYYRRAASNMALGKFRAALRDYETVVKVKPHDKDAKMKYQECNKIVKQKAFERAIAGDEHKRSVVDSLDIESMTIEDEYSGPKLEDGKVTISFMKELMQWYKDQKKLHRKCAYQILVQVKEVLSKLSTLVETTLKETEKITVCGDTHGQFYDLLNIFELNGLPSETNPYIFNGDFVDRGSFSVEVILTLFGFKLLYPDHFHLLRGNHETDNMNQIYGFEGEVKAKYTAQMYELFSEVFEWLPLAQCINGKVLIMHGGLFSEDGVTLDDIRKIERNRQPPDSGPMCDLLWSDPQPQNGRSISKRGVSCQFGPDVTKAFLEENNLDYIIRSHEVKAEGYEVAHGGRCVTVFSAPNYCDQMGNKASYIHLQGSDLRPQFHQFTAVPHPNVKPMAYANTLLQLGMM
proCasp3 act = procaspase-3 (human) activation | P42574 | 330,000 compounds, 0.11% hits | activation, % at 8.5 µM | recombinant procaspase-3 D3A, Ac-DEVD-pNA absorbance 405 nm;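 active means activation above the mean of all tested compounds plus 3 SD, cut at about 21% in these data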;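 further: 0% = DMSO alone and 100% = DMSO wells spiked with extra 5 µM PC-3 D3A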
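Technique: 405 nm absorbance of p-nitroaniline, reads at 0 and 120 min; Test system: Procaspase-3 D3A mutant; Incubation: 1 h enzyme-compound preincubation, then 2 h substrate reaction, 25 °C; Repeats: singlicate, each compound tested once; Benchmarks: low control DMSO wells, high control DMSO plus 5 µM PC-3 D3A.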
Fh CTSL1 inh = cathepsin L1 inhibition, PFM18AAP counter-screen | inhibition, % at 5.96 µM | 300,000 compounds, 0.49% hits | recombinant F. hepatica cathepsin L1, Z-Leu-Arg-MCA fluorescence;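 active means inhibition above the mean of all tested compounds plus 3 SD, set per screening campaign, cut at about 17% in these data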;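 further: 0% = plate median of test compound wells and 100% = 1 µM Z-Phe-Ala-diazomethylketone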
PP1 counter = blocks human PP1-alpha phosphatase, a PP5 counter-screen. P62136. purified PP1alpha, OMFP fluorescence. inhibition, % at 6.7 µM. 320,000 compounds, 0.9% hits. AID 2235;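 active means inhibition above the mean inhibition of all tested compounds plus 3 SD, computed separately for each screening campaign, cut at about 15% in these data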
Target sequence (P62136 whole entry, looked up): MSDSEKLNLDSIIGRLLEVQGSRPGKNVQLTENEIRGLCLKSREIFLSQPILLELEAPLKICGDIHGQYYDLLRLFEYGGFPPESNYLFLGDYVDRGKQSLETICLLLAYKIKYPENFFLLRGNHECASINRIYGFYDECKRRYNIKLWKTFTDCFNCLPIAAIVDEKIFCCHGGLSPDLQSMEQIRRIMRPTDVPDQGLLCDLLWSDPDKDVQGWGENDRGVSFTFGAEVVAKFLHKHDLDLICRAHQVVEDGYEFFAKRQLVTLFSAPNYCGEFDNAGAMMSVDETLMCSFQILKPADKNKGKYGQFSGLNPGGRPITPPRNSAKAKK
Active calls of the source: *; ? = inconclusive; . = not tested or not shown.

item	canonical_smiles	HCV core dimer	Efflux pump inh	JMJD2C inh	TPT1 inhibitor	procasp7 counter	PP5 primary	proCasp3 act	Fh CTSL1 inh	PP1 counter
1	CCC(C)C(NC(=O)OC(C)(C)C)C(=O)NC(CC(C)C)C(N)=O (configuration not stated)	-2.1	-0.1	4.1	0.1	11.4	-7.2	-0.1	5.5	0.4
2	O=C(NCCc1c[nH]c2ccccc12)c1ccc(Br)o1	.	-0.3	21.6	.	8.4	.	-0.5	.	.
3	C=CCOc1ccccc1CNCCc1ccc(S(N)(=O)=O)cc1	0.0	0.1	24.1	-3.0	-5.4	1.4	-0.4	3.6	-2.6
4	C=CCOc1c(Cl)cc(CNCCC)cc1Cl	-2.9	0.0	?	0.1	-2.2	0.2	-4.3	0.4	-3.7
5	O=S(=O)(NCC1CCCO1)c1cc(Cl)ccc1Cl (configuration not stated)	-3.3	-0.1	-6.4	-2.4	8.7	0.4	3.1	-0.2	4.4
6	O=C(c1ccccc1O)N1N=C(C(F)(F)F)CC1(O)c1ccc([N+](=O)[O-])cc1 (configuration not stated)	4.0	0.1	20.7	0.6	-2.1	2.7	-4.6	2.1	0.1
7	Cc1ccccc1-c1cc(=O)c2ccccc2o1	.	0.1	6.2	.	2.9	.	6.1	.	.
8	N#C[C@@H]1[C@@H]2C(=O)N(c3ccc4c(c3)OCCO4)C(=O)[C@@H]2C2c3ccccc3C=CN21 (some centres not stated)	51.9*	0.0	3.2	11.0	-5.4	0.2	-3.9	8.5	8.5
9	O=[N+]([O-])c1ccccc1S(=O)(=O)N1CCN(Cc2ccsc2)CC1	-2.8	0.2	-6.1	-1.9	8.0	3.1	-1.5	-2.3	0.6
10	CN(Cc1nc2ccccc2c(=O)[nH]1)C(=O)c1cc2c(s1)CCCCC2	.	-0.6	4.4	.	5.9	.	-0.7	.	.
11	Cc1ccccc1C(=O)OC1OC(=O)C(Cl)=C1Nc1ccccc1 (configuration not stated)	8.1	-0.1	2.3	-1.1	-4.1	0.2	-6.0	2.7	-2.2
12	O=C(CCNS(=O)(=O)c1ccccc1C(F)(F)F)NNC(=O)C1COc2ccccc2O1 (configuration not stated)	1.7	0.0	1.7	0.5	2.2	-2.7	11.2	-7.3	-4.5

In the list so far, two contain an NH in an aromatic ring:
item	canonical_smiles	HCV core dimer	Efflux pump inh	JMJD2C inh	TPT1 inhibitor	procasp7 counter	PP5 primary	proCasp3 act	Fh CTSL1 inh	PP1 counter
2	O=C(NCCc1c[nH]c2ccccc12)c1ccc(Br)o1	.	-0.3	21.6	.	8.4	.	-0.5	.	.
10	CN(Cc1nc2ccccc2c(=O)[nH]1)C(=O)c1cc2c(s1)CCCCC2	.	-0.6	4.4	.	5.9	.	-0.7	.	.

(more compounds)
item	canonical_smiles	HCV core dimer	Efflux pump inh	JMJD2C inh	TPT1 inhibitor	procasp7 counter	PP5 primary	proCasp3 act	Fh CTSL1 inh	PP1 counter
13	Cc1ccc(Cn2ccc(NC(=O)c3c(-c4ccccc4Cl)noc3C)n2)cc1	4.1	0.2	0.0	-0.4	3.6	4.3	-1.5	2.3	-0.4
14	Cc1c(Cl)cnc(NC(=O)COC(=O)CCS(=O)(=O)c2ccccc2)c1Cl	-1.1	0.1	33.9	-4.7	1.4	0.5	1.6	-54.0	-2.5
15	Cn1c(=O)c2c(-c3ccccc3)n(N3CCOCC3)cc2n(C)c1=O	-3.3	0.1	3.8	-2.6	7.6	3.9	-3.1	-3.2	-0.6
16	OC(c1cc(C(F)(F)F)nc2c(Cl)cc(Cl)cc12)C1CCCCN1 (configuration not stated)	-0.3	-0.2	2.2	0.3	-7.0	2.7	13.7	-3.6	2.2
17	COc1ccc(-c2nc(O)c3cnccn23)cc1	-16.1	1.7	-3.9	-0.9	-1.6	2.1	-5.7	-0.9	-1.5
18	COc1ccc(CCN2CC(C(=O)NCCc3cn[nH]c3)CCC2=O)cc1 (configuration not stated)	-2.0	0.4	-2.3	1.6	3.2	2.6	-3.2	3.2	-4.5
19	Cc1ccnc(NC(=O)C2CCN(S(=O)(=O)c3cccc4nsnc34)CC2)c1	-3.5	0.1	7.5	-2.6	-0.5	0.9	6.3	-1.1	-6.1
20	CC(=O)Nc1ccc(S(=O)(=O)NCCC(=O)OCC(=O)c2ccccc2)cc1	1.8	0.2	-7.6	3.6	-3.8	2.1	-5.5	-1.7	-3.9
21	CCC(=O)Nc1ccc(N2CCCCC2)c(C(=O)Nc2ccccc2C)c1	2.6	0.1	-0.5	5.1	-2.8	5.3	2.0	1.1	0.6
22	COc1ccc(/C=N/NC(=O)c2ccoc2C)cc1CN1CCN(c2ccc(F)cc2)CC1	-0.6	-0.1	0.1	1.6	4.7	-1.6	-3.1	3.1	0.3
23	CN(Cc1cnn(C)c1)C(=O)C1CCC(=O)N(Cc2cccc(C(F)(F)F)c2)C1 (configuration not stated)	-0.6	-0.4	2.7	-1.2	3.6	0.3	-2.2	-1.2	-6.5
24	CN(C)CCCC1Sc2ccccc2Sc2ccccc21 (configuration not stated)	5.3	-0.1	-2.9	1.2	16.3	2.8	-2.4	0.3	0.4
25	COc1ccc(-c2c(NC(=O)c3ccco3)oc3c(C)cccc3c2=O)cc1	-0.9	0.5	?	-2.8	2.9	0.3	7.8	1.3	-1.4
26	O=C(NCC(c1cccs1)N1CCOCC1)C1CCN(S(=O)(=O)c2ccccc2C(F)(F)F)CC1 (configuration not stated)	0.1	2.6	2.2	0.8	1.0	2.3	-0.4	-1.3	-5.0
27	O=C(Nc1cccc(F)c1)C1CCN(C(=O)c2ccco2)CC1	7.5	-0.2	4.1	-0.5	0.9	0.8	3.3	2.4	-1.3
28	Cc1c(NS(=O)(=O)c2cc(C(=O)O)ccc2Cl)c(=O)n(-c2ccccc2)n1C	-5.5	0.2	2.9	-4.6	-3.7	1.4	-1.7	-4.1	-0.3
29	COc1ccc(Cl)cc1NC(=S)NC(=O)c1ccc2c(c1)OCO2	-15.8	-1.9	-11.1	-2.5	-4.2	1.5	-3.1	-0.3	1.4
30	COc1cccc(SCc2noc(C(=O)NCCC(C)C)c2C(=O)NCCC(C)C)c1	-2.0	0.4	4.8	1.7	-7.9	3.3	2.7	-0.8	-3.0
31	CCOc1cc(/C=N/n2cnnc2)ccc1OC(=O)c1cccc([N+](=O)[O-])c1	-6.3	-0.2	-27.9	-2.0	5.0	0.6	-1.7	8.5	3.9
32	Cc1ccc(S(=O)(=O)n2cc(C=O)c3ccccc32)cc1	4.2	0.0	-10.0	-1.1	-2.1	2.4	4.4	0.2	-0.4
33	COc1ccc(S(=O)(=O)N2CCC(C(=O)Nc3cccc(Cl)c3)CC2)cc1OC	-2.4	0.1	8.5	1.4	-3.3	3.5	-2.4	0.8	-4.0
34	O=S(=O)(Nc1nccs1)c1ccc(NS(=O)(=O)c2cccs2)cc1	1.2	0.3	-11.8	1.6	3.6	1.8	-8.3	-5.9	-1.3
35	O=C(NNC(=O)c1ccc(F)cc1F)c1ccc(-n2cnnn2)cc1	-0.4	0.0	16.5	-3.3	-0.9	1.4	2.4	-2.4	-0.4
36	CC(=O)N1[C@H](Cc2ccccc2)C=C[C@]1(C)C(=O)NCCN1CCOCC1	-1.1	0.0	4.2	0.3	5.7	3.5	3.4	-8.1	0.3
37	CCc1c(O)nc(SC2CC(=O)N(c3ccccc3)C2=O)[nH]c1=O (configuration not stated)	-0.9	0.0	-4.2	-1.1	2.3	1.9	-1.4	0.5	-2.4
38	NC(=O)NCc1cccnc1	-1.9	0.1	9.6	-7.8	11.8	1.4	4.8	-3.0	-2.9
39	CC(C)(C)NC(=O)Cc1ccc(S(=O)(=O)N2CCCC2)s1	29.4	0.1	17.8	8.8	-7.7	1.0	7.0	3.2	-2.4
40	COC(=O)c1cn(NC(=O)COc2ccc(Cl)cc2)c(=O)c2ccccc12	3.6	0.0	.	-6.5	0.6	-1.1	3.6	-0.2	-6.6
41	CCOc1ccc(NC(=O)CN2CCN(CC(=O)Nc3ccc(F)cc3)CC2)cc1	-2.3	0.1	-12.4	3.2	-0.5	2.9	-3.0	1.1	-5.0
42	CCc1cccc(Nc2cnn(C34C[C@@H]5C[C@@H](CC(CC(=O)O)(C5)C3)C4)c(=O)c2Cl)c1	7.7	0.0	-16.2	1.8	7.2	2.6	2.1	0.9	-2.9
43	CCOC(=O)CNC(=O)Cc1ccc(Cl)cc1	0.1	-0.2	-3.9	3.5	-2.2	-1.7	4.9	-1.7	0.2
44	O=C(COC(=O)c1ccc([N+](=O)[O-])o1)Nc1ccc(F)cc1	.	0.2	1.3	.	-2.7	.	-4.5	.	.
45	Cc1ccc(/C=C/C(=O)OCC(=O)NC(C)c2ccccc2)o1 (configuration not stated)	.	0.1	-3.8	.	-9.3	-0.2	-2.4	.	1.4
46	COc1ccc(S(=O)(=O)NCc2cccnc2)cc1NC(=O)c1ccc(C)cc1	0.7	-0.3	-5.9	-2.3	-5.6	3.4	-4.9	-4.7	-12.5
47	Cc1cc(Nc2cccc(Cl)c2)nc(N2CCOCC2)n1	-4.1	0.0	-7.3	-4.2	-10.8	3.1	-6.2	0.4	-0.6
48	CNC(=O)CSc1nnc(-c2cnccn2)n1C	-2.1	0.0	-2.4	-2.5	-2.5	-0.7	3.7	-3.4	-3.5
49	COc1ccc(NC(=O)C(c2ccccc2)c2ccccc2)cn1	-3.0	0.2	2.7	2.7	6.1	3.8	0.6	-1.1	-3.3
50	O=S(=O)(NCc1ccccn1)c1ccccn1	-15.0	-0.1	-8.1	-1.7	-2.1	3.2	-1.6	4.3	-1.6
51	COCCCNC(=O)/C(C#N)=C/c1c(N2CCN(c3cccc(Cl)c3)CC2)nc2c(C)cccn2c1=O	21.7	-0.2	7.5	-2.4	-3.0	0.7	-1.9	2.0	0.9
52	Cc1ccc(NC(=O)c2ccccn2)c(Br)c1	1.1	-0.2	5.2	-1.4	7.7	-0.8	-2.7	-5.1	-0.1
53	C[C@H](CO)N1C[C@H](C)[C@@H](CN(C)S(=O)(=O)c2cccs2)Oc2ccc(NS(=O)(=O)c3ccccc3)cc2CC1=O	.	0.1	27.2	.	6.9	.	6.6	.	.
54	COc1ccc(COCC(O)CN2CCc3ccccc3C2)cc1OC (configuration not stated)	-4.2	-0.1	-1.7	-1.2	-6.0	2.2	5.8	6.2	-1.9
55	O=C(O)/C=C/C(=O)N1CCN(S(=O)(=O)c2cc(C(F)(F)F)ccc2Cl)CC1	-3.0	-0.1	-12.7	0.7	7.7	0.5	6.1	-0.2	1.5
56	CCOc1cc(C(=O)N2CCc3cc(OC)c(OC)cc3C2)ccc1OC(F)F	4.6	-0.1	.	-2.6	10.5	-3.6	1.7	1.0	-0.8

Screens from PubChem BioAssay.
